Bioassay records as filed in PubChem.
Furin inhibitor – inhibitors of human furin; P09958; purified furin, fluorogenic substrate cleavage; inhibition, % at 30 µM; 0.061% of 220,000 active; AID 463115; in the data active = inhibition above about 25%; note: inactives centre near -15
m-calpain inh – blocks pig calpain II enzyme activity. purified calpain II, fluorogenic peptide substrate, 30 min. inhibition, % at 16 µM. 0.37% of 220,000 active. AID 1236;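 active = inhibition above about 50%, limit read from the data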
thrombin 1536 – thrombin (human) inhibition; P00734; alpha-thrombin, Boc-VPR-AMC fluorogenic substrate cleavage; inhibition, % at 5 µM; 0.26% of 220,000 active; AID 1046;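 active = inhibition at or above 40%; inactive = inhibition below 40%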;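 note: 0% = enzyme with no compound and 100% = wells without enzyme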
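Material: Human alpha-thrombin protein | Buffer or medium: pH 7.5 Tris-saline with Tween 20 | Reagent: Boc-VPR-AMC substrate, 15 µM final | Schedule: Reaction at ambient temperature | Detection: AMC fluorescence at 355 nm excitation and 460 nm emission | Evaluation: Percent inhibition scaled between no-compound controls and no-enzyme blanks | Controls: no-compound enzyme wells and no-enzyme blanks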
TRPML3 agonist – activates the human TRPML3 channel. HEK293 TRPML3-YFP, Fluo-8 calcium fluorescence; 100% = the carbachol control signal. activation, % at 3 µM. 0.29% of 220,000 active. AID 1448;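 active = activation above its plate's cutoff, the mean activation of the plate's test wells plus 3 SD, cut at about 12% in these data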;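 note: 0% = DMSO only wells and 100% = carbachol wells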
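system = HEK293 cells stably carrying human TRPML3-YFP | doses = one concentration, 3 µM nominal, 0.3% DMSO | timing = dye loading 1 h 37 °C then 30 min ambient, 125 s read | detection = Fluo-8 calcium dye fluorescence, ex 470-495, em 515-575 nm | benchmarks = high control carbachol 87 µM, low control DMSO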
Tb hexokinase – blocks Trypanosoma brucei hexokinase 1 activity. AID 1430. inhibition, % at 10 µM. 0.11% of 220,000 active. recombinant TbHK1, G6PDH-coupled NADH A340;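 active = inhibition of 50% or more in the single-dose primary screen; inactive = inhibition below 50%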
PPC-1+TRAIL kill – PPC-1 cancer cell killing with TRAIL present | PPC-1 cells + TRAIL, ATPLite viability luminescence | cell killing (% activity), % at 4 µM | 0.41% of 220,000 active | AID 1443;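 active = cell killing above 50% in the first pass at 4 µM, then a duplicate retest at 5 µM averaging 50% or more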;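 note: plate controls were cells with TRAIL plus DMSO for no effect and medium-only wells lacking cells for full effect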
EBV gp42 block – inhibitors of Epstein-Barr virus glycoprotein 42; Fluorescence polarization binding assay, mP read-out; inhibition, % (tested at 21.74 µM); Q1HVG2; 0.42% of 220,000 active; in the data active = inhibition above about 50%
TRPN1 ag – zebrafish TRPN1 (NompC) channel agonism. 0.18% of 220,000 active. activation, % at 3 µM. AID 1424. HEK293 zebrafish TRPN1-YFP, Fluo-8 calcium fluorescence; 100% = response to 87 µM carbachol;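 active = activation above its plate's cutoff, the mean activation of test wells on that plate plus 3 SD, cut at about 19% in these data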;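 note: 0% = DMSO alone and 100% = 87 µM carbachol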
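Control set: carbachol 87 µM as high control, DMSO as low control; system: HEK293 stable line with zebrafish TRPN1-YFP; read-out: % activation versus carbachol response; detection: intracellular calcium fluorescence with Fluo-8; doses: single test compound dose, 3 µM nominal, 0.3% DMSO; schedule: dye 1 h 37 °C plus 30 min RT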
KCC2 mod – modulates chloride dependent transport by human KCC2; B-score of Tl+ flux slope (higher = more flux/activation; lower = inhibition) at 10 µM; AID 1456; Q9H2X9; 2.2% of 190,000 active; KCC2 cells, thallium flux FluoZin-2 fluorescence;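 active = thallium flux slope and its plate-corrected score both differing from the plate sample mean at a set confidence after two filtering rounds, in either direction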;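 note: slope of fluorescence scaled to starting intensity during 10 to 20 s after thallium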
Target sequence (Q9H2X9 whole entry, looked up): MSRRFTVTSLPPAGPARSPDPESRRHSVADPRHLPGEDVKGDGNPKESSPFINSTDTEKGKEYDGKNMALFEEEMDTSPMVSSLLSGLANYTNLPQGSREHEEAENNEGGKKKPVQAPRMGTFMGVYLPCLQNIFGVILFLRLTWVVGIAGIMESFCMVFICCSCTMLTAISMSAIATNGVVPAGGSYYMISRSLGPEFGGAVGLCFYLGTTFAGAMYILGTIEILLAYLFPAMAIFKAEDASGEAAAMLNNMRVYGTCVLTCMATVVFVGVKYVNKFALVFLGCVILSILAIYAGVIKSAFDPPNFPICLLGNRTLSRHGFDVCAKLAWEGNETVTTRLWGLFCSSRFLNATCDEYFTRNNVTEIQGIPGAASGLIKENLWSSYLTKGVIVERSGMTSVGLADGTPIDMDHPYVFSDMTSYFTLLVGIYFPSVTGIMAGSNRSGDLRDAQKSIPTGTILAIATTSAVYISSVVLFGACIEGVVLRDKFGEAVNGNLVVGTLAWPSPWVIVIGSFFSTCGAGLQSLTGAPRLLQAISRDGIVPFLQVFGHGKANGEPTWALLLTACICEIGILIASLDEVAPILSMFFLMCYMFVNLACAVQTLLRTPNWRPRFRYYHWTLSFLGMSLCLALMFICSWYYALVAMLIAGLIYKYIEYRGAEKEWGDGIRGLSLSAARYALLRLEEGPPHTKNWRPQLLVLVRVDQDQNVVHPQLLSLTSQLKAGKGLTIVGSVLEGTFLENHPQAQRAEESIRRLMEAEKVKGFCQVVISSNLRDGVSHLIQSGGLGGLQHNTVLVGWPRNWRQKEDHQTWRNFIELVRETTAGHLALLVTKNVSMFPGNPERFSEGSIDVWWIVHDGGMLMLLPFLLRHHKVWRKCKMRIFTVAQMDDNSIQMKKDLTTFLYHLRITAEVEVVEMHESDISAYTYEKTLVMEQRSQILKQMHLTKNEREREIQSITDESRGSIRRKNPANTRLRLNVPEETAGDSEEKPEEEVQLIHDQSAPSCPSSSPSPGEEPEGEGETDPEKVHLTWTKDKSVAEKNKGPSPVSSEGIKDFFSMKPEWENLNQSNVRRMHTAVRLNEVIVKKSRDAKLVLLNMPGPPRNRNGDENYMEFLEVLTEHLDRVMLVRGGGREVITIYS
Starred values were filed as active, the others as inactive; x = no result given; [ ] = another dose, or the depositor's remark.

SMILES	Furin inhibitor	m-calpain inh	thrombin 1536	TRPML3 agonist	Tb hexokinase	PPC-1+TRAIL kill	EBV gp42 block	TRPN1 ag	KCC2 mod
CCC(=O)c1ccc(N2CCN(C(=O)c3ccc(F)cc3)CC2)c(F)c1	-13	-11	-6	2.9	-12	27	-6	0.8	0.26
O=C(NCc1cccnc1)C1CCN(C(=O)c2ccc(Cl)cc2Cl)CC1	-20[20 µM]	-11	-1	0.2	-10	9	-6	0.3	0.014
O=C(N/N=C/c1ccc(F)c(F)c1)c1cc2c(s1)-c1ccccc1CC2	-21[20 µM]	-252	-10	0.4	-10	16	-14	-0.6	1.1
CCN1C(=O)CC(C(=O)NC)SC1=Nc1cc(Cl)c(O)c(Cl)c1 (stereo not drawn)	-21	-1	-4	0.2	-9	-3	8	1.1	-0.01
FC(F)(F)c1cc(-c2ccco2)nc(N2CCOCC2)n1	-10[20 µM]	-41	-1	-0.1	-4	12	-20	-0.6	0.39
O=C(Cn1cnc2c(nnn2Cc2ccccc2F)c1=O)NCc1ccco1	-6	-14	-6	0.0	4	13	-26	-1.3	x
COc1ccc(NC(=O)CN2CCN(C(=O)c3ccco3)CC2)c(OC)c1	-20[20 µM]	-12	2	0.1	4	6	-4	-0.5	0.33
CC12CC3(C)CC(C)(C1)CC(C(=O)NC(=S)NC(C)(C)C)(C2)C3	-7	16	-3	0.8	0	30	-17	-0.1	-0.74
C[C@@H](C(=O)NCc1ccccc1)N1C(=O)C2CC=CCC2C1=O (stereo partly drawn)	-11[20 µM]	4	0	0.5	8	19	1	-0.4	1.6
COc1ccc(CCNC(=O)/C(C#N)=C/c2cccc(OCc3ccccc3)c2)cc1OC	-16	-29	1	0.8	12	8	-10	-0.2	0.04
CC1CCN(C(=S)c2ccc3c(c2)OCO3)CC1	-2[20 µM]	0	-9	0.3	-6	17	-7	-0.3	x
Nc1c2c(nc3ccccc13)CCCC2=O	-9	-14	1	-0.1	-19	4	-22	-0.7	0.63
CN(C)CCNC(=O)C(C(=O)c1ccccc1)n1ccccc1=O (stereo not drawn)	-16	17	3	1.4	-5	-6	-26	1.1	x
COc1cccc(C(=O)NC2CCN(CC(=O)Nc3nccs3)CC2)c1	-8[20 µM]	14	-8	1.4	0	1	-6	-0.5	0.087
Cc1ccc(/C=N/N=C/c2ccc(C)s2)s1	-11	28	-3	0.7	-10	25	12	1.0	1.1
Cc1c(-c2ccc(F)cc2)[n+](=O)c2c(n1[O-])CCCCC2	-28	-9	-9	1.2	-4	11	-5	0.2	0.058
N#CC1C(C#N)N2CCCN2C1c1ccc(Br)cc1 (stereo not drawn)	-16	7	-3	0.2	-10	13	-11	-1.0	-1.6
Cc1[nH]c2ccccc2c1C(=O)CSc1ccc(F)cc1	-11	-3	1	0.4	-5	9	-16	0.6	0.97
Cc1[nH]n2c(=O)c3c(nc2c1-c1ccccc1)CCC3	-10[20 µM]	-2	-17	-0.6	-3	14	-18	-1.1	-0.54
COc1ccc2[nH]c(C)c(C(=O)CN(C)CC3OCCO3)c2c1	-18	-22	0	1.0	-8	-2	4	1.1	-0.77
COC(=O)c1cccc(NC(=O)CCCOc2ccccc2)c1	-4[20 µM]	7	1	0.1	2	0	-16	-1.4	-0.62
O=S(=O)(/C=C/c1ccccc1)N1CCN(Cc2ccccc2)CC1	-21	2	-7	-0.2	0	9	-15	-1.2	-0.48
CCOC(=O)C[N+]1(C)CCN(C(C)=O)CC1	-14	22	-1	0.0	-4	12	-12	0.2	1.9
Cc1ccc(S(=O)(=O)n2nc(C)cc2C)cc1	-13[20 µM]	19	27	0.1	-3	11	-3	-0.7	x
COc1ccc(NC(=O)c2[nH]c(C)c(C(C)=O)c2C)cc1S(=O)(=O)Nc1ccc(Br)cc1	-13	-7	1	0.9	-4	-8	-10	1.9	-1
(cont.)
SMILES	Furin inhibitor	m-calpain inh	thrombin 1536	TRPML3 agonist	Tb hexokinase	PPC-1+TRAIL kill	EBV gp42 block	TRPN1 ag	KCC2 mod
Cc1ccccc1NC(=O)COC(=O)CCc1nc2ccccc2c(=O)[nH]1	-33	-20	1	0.2	2	10	-10	1.6	-0.44
COc1ccc(CNC(=O)CN(c2ccccc2)S(=O)(=O)c2ccccc2[N+](=O)[O-])cc1	-26	-12	-8	0.2	1	15	5	1.2	-2.1
CN(C(=O)COC(=O)c1cncc(Br)c1)C1CCS(=O)(=O)C1 (stereo not drawn)	-6	-19	4	0.7	3	19	-4	0.6	1.1
CC(C)SCc1nc2ccccc2[nH]1	-7[20 µM]	-18	3	0.4	-7	19	-14	0.7	-0.11
Cc1ccc(NNC(=O)C2CCC2)cc1C	-7	-4	-2	1.0	-8	1	-15	1.4	0.44
CC(C)Nc1nc(Oc2ccc(Cl)cc2Cl)cc(C(F)(F)F)n1	-19[20 µM]	-14	1	0.7	4	16	1	0.8	x
CCOc1ccc(C(C)=O)cc1COC(=O)C1=COCCO1	-15	-41	-1	0.6	-3	7	-21	-0.9	-0.11
COc1ccc(NC(=S)N2CCN(C/C=C/c3ccccc3)CC2)c(OC)c1	-24	4	1	1.6	-5	5	-9	-0.2	0.4
C=CCn1c(C)cc(C(=O)Cn2nc(C(=O)O)c3ccccc3c2=O)c1C	-28	-16	9	-0.5	-2	47[5 µM]	-21	0.8	0.33
COc1ccc(-c2cc(C(=O)NCCN3CCOCC3)c3ccccc3n2)c(OC)c1	-6[20 µM]	-12	-3	1.3	-35	28	-8	0.8	1.3
O=C1c2cccc3c(N4CCCCC4)ccc(c23)C(=O)N1c1cccc(O)c1	-19	-13	-6	33*	-1	22	25	70*	0.58
CC(C)(O)c1cc(=O)sc2nc3ccccc3n12	-23[20 µM]	14	8	0.5	6	29	-6	-0.3	0.23
Cc1cccc(Nc2nc(N)c([N+](=O)[O-])c(N3CCC(C)CC3)n2)c1	2	16	4	-0.1	-5	1	1	0.7	-0.0013
CC1=C(C(=O)NC2CCCC(C)C2C)C2(CCCCC2)OC1=O (stereo not drawn)	-15	-5	5	0.8	0	21	-14	-0.3	0.41
O=C(CC(C(=O)O)c1c[nH]c2ccccc12)c1ccccc1 (stereo not drawn)	-12	18	-8	0.6	-2	9	-12	0.5	x
COc1cccc(-c2cc3nc4c(c(N5CCC6(CC5)OCCO6)n3n2)CCCC4)c1	-2[20 µM]	-53	3	0.5	-16	7	-27	-1.5	x
CC(=O)c1ccc(N2CCN(C(=O)/C=C/c3ccc(S(=O)(=O)NCc4ccco4)cc3)CC2)cc1	1	20	-9	0.5	-12	13	-15	5.5	-1.1
CCCn1c(=O)c2ccccc2n2c(SCC(=O)c3ccc(CC)cc3)nnc12	-17[20 µM]	-9	3	0.7	0	3	-31	-0.7	-1
Cc1c(Br)c(=O)[nH]c(=O)n1COCc1ccccc1	-25	19	2	0.8	-7	5	-4	0.1	x
COC(=O)c1sccc1NC(=O)Cc1ccc(OC)c(OC)c1	-16	1	-7	2.5	-3	6	-2	2.3	0.31
Nc1c(N(CCO)C(=O)C2CCCCC2)c(=O)[nH]c(=O)n1Cc1ccccc1	-5	0	-3	0.2	-5	15	18	-0.9	x
O=C(CSc1nc2ccccc2[nH]1)c1c[nH]c2ccccc12	-20	-6	-5	0.0	2	40	-14	0.9	-0.12
Cc1cc(NC(=O)CSc2nc3cc(Cl)ccc3c(=O)n2Cc2ccco2)no1	-17	4	0	-0.5	5	18	-20	0.4	0.74
CC(=O)c1c(C)oc2ccc(N(C(=O)C3CCCCC3)S(=O)(=O)c3cc([N+](=O)[O-])ccc3C)cc12	-13	-3	-4	0.5	-13	15	-16	-0.2	x
CC1=NN(C(=O)COc2ccccc2C)C(O)(c2ccc(Cl)cc2)C1 (stereo not drawn)	-14	20	-14	0.4	10	17	-12	-0.1	-0.0071
Next results.
SMILES	Furin inhibitor	m-calpain inh	thrombin 1536	TRPML3 agonist	Tb hexokinase	PPC-1+TRAIL kill	EBV gp42 block	TRPN1 ag	KCC2 mod
CCOc1c(Br)cc(C2NS(=O)(=O)N=C3CCCCCN32)cc1OC (stereo not drawn)	-27	-23	3	0.7	5	5	-6	0.9	-0.027
C=CCn1cnc2c(c1=O)c1nc3ccccc3nc1n2-c1ccc(C)cc1	-2	3	8	0.2	-10	4	-16	0.8	1.3
COc1ccc2c3c([nH]c2c1)C1CC2C(CC(O)C(OC)C2C(=O)O)CN1CC3 (stereo not drawn)	-17	-59	-6	0.5	-12	24	6	2.5	x
CN1C(=O)C(O)(CC(=O)/C=C/c2ccco2)c2ccccc21 (stereo not drawn)	-23	-21	-2	1.1	-13	7	2	0.4	1.3
CCCN(CCC)CCCNC(=S)Nc1ccc2nc(N3CCCC3)cc(C)c2c1	-20	-52	-5	0.5	-6	11	-1	-0.9	-1.3
C/C(=N\Nc1ccc(F)cc1)c1ccncc1	5	-4	-1	-0.1	-5	-1	-15	-0.8	1.4
CC(C)C(=O)NNC(=O)c1csc(-c2cccs2)n1	-12	18	2	0.0	-16	19	-24	-0.6	1.9
CC(C)N1CCN(Cc2ccc(C#CC(C)(C)O)cc2)CC1CCO (stereo not drawn)	-30	5	-9	0.5	2	x	-1	1.0	1.2
COC(=O)c1c(NC(=O)CC2SC(N)=NC2=O)sc2c1CCC(C(C)(C)C)C2 (stereo not drawn)	-28	-19	3	0.1	-14	4	-8	0.2	-3.3
O=C1NCCN(C(=O)CCc2nnc(-c3ccsc3)o2)C1c1ccc(F)cc1 (stereo not drawn)	-20	-12	-8	0.6	-7	4	3	1.3	0.99
CCn1cc(NC(=O)Nc2ccc(OC)c(OC)c2)c(C(N)=O)n1	-13[20 µM]	12	-6	0.5	-7	-12	0	0.6	0.45
Cc1nn(CC(=O)NCc2ccccn2)c(C)c1[N+](=O)[O-]	-32	-14	0	0.5	-8	18	-7	0.5	-0.007
CC(=O)C1=C(O)C(=O)N(c2cccc(C(=O)O)c2)C1c1ccc(F)cc1 (stereo not drawn)	-13	-1	1	1.0	-14	13	-7	1.9	0.95
CC(C)NC(=O)c1cc(-c2ccc(Br)cc2)on1	-9	16	-5	0.2	1	18	5	0.5	x
Cc1ccc(NC(=S)N2CCC(N(C)CC3CCCO3)CC2)cc1C (stereo not drawn)	-30	-11	-2	-0.3	3	10	-26	0.6	0.87
COc1cc(OC)nc(Oc2ccccc2C(=O)Oc2ccc(F)cc2Cl)n1	-8[20 µM]	-26	7	-1.1	-7	32	-18	-0.9	-1.5

Record cards, as listed above:
CN1C(=O)C(O)(CC(=O)/C=C/c2ccco2)c2ccccc21 (stereo not drawn) is listed with Furin inhibitor = -23; m-calpain inh = -21; thrombin 1536 = -2; TRPML3 agonist = 1.1; Tb hexokinase = -13; PPC-1+TRAIL kill = 7; EBV gp42 block = 2; TRPN1 ag = 0.4; KCC2 mod = 1.3
O=C1NCCN(C(=O)CCc2nnc(-c3ccsc3)o2)C1c1ccc(F)cc1 (stereo not drawn) is listed with Furin inhibitor = -20; m-calpain inh = -12; thrombin 1536 = -8; TRPML3 agonist = 0.6; Tb hexokinase = -7; PPC-1+TRAIL kill = 4; EBV gp42 block = 3; TRPN1 ag = 1.3; KCC2 mod = 0.99
COc1cc(OC)nc(Oc2ccccc2C(=O)Oc2ccc(F)cc2Cl)n1 is listed with Furin inhibitor = -8[20 µM]; m-calpain inh = -26; thrombin 1536 = 7; TRPML3 agonist = -1.1; Tb hexokinase = -7; PPC-1+TRAIL kill = 32; EBV gp42 block = -18; TRPN1 ag = -0.9; KCC2 mod = -1.5
